Source: PubChem BioAssay
NCI-60 one-dose screen, 48 h, at 10 µM unless noted. Numbers give growth in % (100 = growth as untreated, 0 = no growth, -100 = all killed).
SK-MEL-2 – SK-MEL-2 melanoma | hit rate 4.7% among 77,000 | AID 1794763
HS 578T – HS 578T breast cancer; AID 1794788; hit rate 4.1% among 78,000
MALME-3M – MALME-3M melanoma. hit rate 5.8% among 78,000
UACC-257 – UACC-257 melanoma | hit rate 4.4% among 78,000 | AID 1794764
UACC-62 – UACC-62 melanoma; hit rate 5.4% among 81,000; AID 1794756
BT-549 – BT-549 breast cancer | hit rate 4.4% among 78,000 | AID 1794793
SK-MEL-28 – SK-MEL-28 melanoma; hit rate 4.1% among 81,000
T-47D – T-47D breast cancer | hit rate 5% among 79,000
* marks the source's active call; other numbers are inactive results; . = not tested or not shown. How the source made its calls: active means growth percent below 10; inactive means the rest.

#	SMILES	UACC-257	SK-MEL-28	HS 578T	T-47D
1	COc1ccccc1/C=C/c1cccc(NC(=S)NCCCCN(C)C)c1	-83*	-99*	-24*	-59*
2	COc1cccc(-c2nc(N3CCOCC3)c3c4c(sc3n2)CCCC4)c1	92	107	124	68
3	O=C1c2ccccc2C(=O)c2c([N+](=O)[O-])ccc(Cl)c21	96	106	99	47
4	CNC(=O)c1c(NC(=O)c2cccc(C(F)(F)F)c2F)sc2c1CCC(=O)C2	-1.8*	48	9.0*	14
5	C(=N/N=C(N/N=C/c1cccs1)N/N=C/c1cccs1)/c1cccs1	81	93	105	60
6	S=C1SCCCS1	101	118	116	98
7	COc1ccc(C2CC(c3ccc(Nc4nc(NCCO)nc(N5CCOCC5)n4)cc3)=NN2c2cc(Cl)cc(Cl)c2)cc1 (centres undefined)	100	90	94	65
8	CNC(=O)NCC1OC(n2cnc3c(NC(=O)Nc4ccccc4)ncnc32)C(O)C1O (centres undefined)	105	100	93	78
9	O=C(Nc1cc([N+](=O)[O-])c2[nH]c(=O)c3ccccc3c2c1)C(F)(F)F	93	114	105	105
10	O=C(O)CC(=O)O	99	114	99	102
11	CC(C)=CCC[C@](C)(O)[C@H]1CC[C@]2(C)[C@@H]1CC[C@@H]1[C@@]3(C)C/C(=C/c4cccc([N+](=O)[O-])c4)C(=O)C(C)(C)[C@@H]3CC[C@]12C	98	104	93	60
12	CS(=O)(=O)Nc1ccccc1NS(C)(=O)=O	102	113	121	102

#	SK-MEL-2	UACC-62	MALME-3M	BT-549
1	-81*	-98*	-91*	-61*
2	74	90	110	93
3	107	96	116	88
4	8.0*	7.6*	6.1*	21
5	72	71	.	83
6	127	99	116	104
7	109	73	94	101
8	117	88	97	.
9	106	82	84	87
10	104	102	103	108
11	115	78	85	97
12	109	99	92	104

(further entries)
#	SMILES	UACC-257	SK-MEL-28	HS 578T	T-47D
13	Clc1ccc([C@@H]2C[C@@H]3Cc4cc(Br)c5ccccc5c4N2O3)cc1	106	108	105	96
14	O=S(=O)(Nc1ccc(Cl)nn1)c1ccc(NC(=S)NC2CCCCC2)cc1	103	105	104	104
15	CCN(CC)Cc1c(O)ccc2cc(-c3nc4ccccc4[nH]3)c(=O)oc12	155	102	108	111
16	O=C(/C=C/C(=O)Oc1ccccc1Cl)Oc1ccccc1Cl	79	98	105	65
17	Cc1ccc(Nc2nc(-c3ccc(F)cc3)c(C#N)c(=O)n2C)cc1	74	74	45	36
18	Cc1ccc([N+]2=NOC(=O)C2S(=O)(=O)Nc2ccc(-n3c(-c4ccccc4Cl)nc4ccccc4c3=O)cc2)cc1 (centres undefined)	95	136	97	76
19	Cc1nc(N)[nH]c(=O)c1CCCNS(=O)(=O)c1ccc([N+](=O)[O-])cc1	102	115	99	99
20	N#Cc1c(N=Cc2ccc(N3CCN(c4ccccc4)CC3)cc2)oc(-c2ccccc2)c1-c1ccccc1	112	110	101	89
21	Cc1ccc2nc(N)nnc2c1	127	110	93	108
22	CCOC(=O)c1nc2cc(Cl)cnc2nc1NCc1ccc(OC)cc1	107	94	94	104
23	CC(=O)Nc1c(C(=O)O)ccc(C)c1OCc1ccccc1	115	118	115	101
24	CCOC(=O)c1sc(-c2ccc(OS(=O)(=O)c3ccc(C(C)(C)C)cc3)c(C=O)c2)nc1C	52	82	53	31

#	SK-MEL-2	UACC-62	MALME-3M	BT-549
13	.	88	.	109
14	109	99	107	116
15	119	102	.	.
16	76	82	63	93
17	71	52	46	53
18	107	84	102	111
19	97	90	.	109
20	110	90	114	109
21	107	105	.	.
22	119	96	107	108
23	111	95	.	108
24	73	46	45	54

Further structures:
#	SMILES	UACC-257	SK-MEL-28	HS 578T	T-47D
25	Nc1nc2c(ncn2[C@@H]2O[C@H](CNO)[C@@H](O)[C@H]2O)c(=O)[nH]1	102	110	105	97
26	CC[N+](C)(C)CCOc1ccc(OCC[N+](C)(C)CC)cc1	97	100	101	95
27	N#C/C(=C\C=C\c1ccccc1)c1nc(-c2ccc(Cl)cc2)cs1	94	110	101	103
28	COc1ccc(NCc2cc(OC)c(OC)c(OC)c2)cc1OC	86	107	107	85
29	O=Cc1nccc2ccccc12	112	104	87	.
30	Cc1nn(-c2ccc(Cl)cc2)c2ncnc(N/N=C/c3cccc(O)c3)c12	71	50	70	28
31	COc1ccc(NC(=O)Cn2ccc(Nc3ccccc3)cc2=O)cc1	96	105	117	97
32	COc1cc(/C=C/C(=O)c2cc(OC)c(OC)c(OC)c2)ccc1OCc1ccc(C)cc1	103	112	119	102
33	CCCC(=O)OC/C=C(\C)CCC=C(C)C	100	106	.	92
34	CCOC(=O)C1=Cc2c(-c3cc(Cl)ccc3O)n[nH]c2C(C)(C)C1	102	104	89	48
35	O=C(NC1CCCCC1)/C(=C\c1ccc(/C=C(/NC(=O)c2ccccc2)C(=O)NC2CCCCC2)cc1)NC(=O)c1ccccc1	103	100	96	100
36	O=C(O)c1ccccc1-c1nnc2c(Cc3ccccc3)nc3ccccc3n12	107	95	101	94

#	SK-MEL-2	UACC-62	MALME-3M	BT-549
25	112	101	106	105
26	104	95	96	102
27	169	76	107	97
28	101	94	111	90
29	95	92	105	101
30	73	44	31	64
31	.	105	97	104
32	110	102	108	111
33	108	107	105	106
34	124	79	107	103
35	108	94	83	96
36	101	91	99	100

Later entries:
#	SMILES	UACC-257	SK-MEL-28	HS 578T	T-47D
37	O=[N+]([O-])c1ccc2c(c1)C(=Nc1ccccc1)c1ccccc1-2	107	105	112	73
38	CC(C)CCCC(=O)CCCCCCC(=O)CCN(O)C(=O)C(N)CO (centres undefined)	73	135	57	77
39	CCN(CC)CCNC(=O)C1(c2ccccc2)CCCCC1	115	121	.	89
40	CC(=O)OCC(=O)[C@@]1(O)CC[C@H]2[C@H]3[C@H]([C@@H](O)C[C@@]21C)[C@@]1(C)CCC(=O)C=C1C[C@@H]3C	109	103	.	92
41	CCN(CC)CCOc1ccc(C(=C(C)c2ccc(Cl)cc2)c2ccc(OCCN(CC)CC)cc2)cc1	-70*	-88*	-52*	-66*
42	Cc1ccc2oc(=O)cc(Cn3cc(CSc4nc5cc(Cl)ccc5o4)nn3)c2c1	97	106	89	97
43	N/C(=N\c1nc2c(F)cc(F)cc2s1)C(Cl)(Cl)Cl	103	95	95	63
44	OC1c2ccccc2-c2ccc(N(Cc3ccc(Br)cc3)Cc3ccc(Br)cc3)cc21 (centres undefined)	.	69	81	60
45	O=[N+]([O-])c1ccc(N2CCCCC2)cc1	99	111	87	94
46	Cc1ccc2[nH]c(=S)n(-c3ccc(S(=O)(=O)Nc4ccc(Cl)nn4)cc3)c(=O)c2c1	100	108	94	97
47	COc1ccc(/C=N/NC(=O)CSc2nc(-c3cnccn3)cc(-c3cccs3)c2C#N)cc1OC	92	98	70	94
48	C=C(C)CCc1nccc2ccccc12	120	103	107	92

#	SK-MEL-2	UACC-62	MALME-3M	BT-549
37	100	71	.	96
38	120	79	92	68
39	114	102	88	105
40	107	107	85	85
41	-60*	-78*	-84*	-51*
42	108	100	103	103
43	114	93	103	101
44	75	51	98	51
45	109	83	97	100
46	106	98	101	83
47	102	20	69	38
48	102	97	104	111

Some of the entries so far, with values under each structure.
Each structure is followed by: UACC-257 | SK-MEL-28 | HS 578T | T-47D | SK-MEL-2 | UACC-62 | MALME-3M | BT-549
#42 Cc1ccc2oc(=O)cc(Cn3cc(CSc4nc5cc(Cl)ccc5o4)nn3)c2c1
    97 | 106 | 89 | 97 | 108 | 100 | 103 | 103
#41 CCN(CC)CCOc1ccc(C(=C(C)c2ccc(Cl)cc2)c2ccc(OCCN(CC)CC)cc2)cc1
    -70* | -88* | -52* | -66* | -60* | -78* | -84* | -51*
#39 CCN(CC)CCNC(=O)C1(c2ccccc2)CCCCC1
    115 | 121 | . | 89 | 114 | 102 | 88 | 105

Next part
#	SMILES	UACC-257	SK-MEL-28	HS 578T	T-47D
49	CC(=O)OCCSCCOC(C)=O	97	107	100	101
50	CCOC(=O)C1=NC(Cc2ccccc2)C(=O)N(c2ccc(Cl)cc2)N1 (centres undefined)	98	104	108	104
51	Cc1cc(C)nc(SCC(=O)O)n1	97	99	110	93
52	Nc1nc[nH]c(=O)c1N=Cc1ccccc1	109	204	160	99
53	Cc1cc(C=O)c(C)[nH]1	107	104	121	109
54	CCOC(=O)N1CCc2nc(NC(=O)Cc3ccccc3)sc2C1	80	105	95	99
55	O=C1C(=O)c2c(nc3ccc(Br)cn23)-c2ccccc21	-99*	-60*	-52*	-60*
56	CCn1c(SCC(=O)Nc2cccc(C(=O)/C=C/c3ccccc3Cl)c2)nc2ccccc2c1=O	110	98	92	81
57	NC(=O)C[n+]1cccc2c3ccccc3ccc21	117	110	108	109
58	CC(C)CCC[C@@H](C)[C@H]1CC[C@H]2[C@@H]3CC=C4c5sc(Nc6ccccc6C(F)(F)F)nc5CC[C@]4(C)[C@H]3CC[C@]12C	105	110	106	103
59	CCCn1c(=O)c2[nH]c(-c3ccc(OCc4nc5ccc(F)cc5[nH]4)cc3)nc2n(CCC)c1=O	32	38	0.8*	-18*
60	CC(C)NCCOC(=O)c1ccc([N+](=O)[O-])cc1	93	115	124	100

#	SK-MEL-2	UACC-62	MALME-3M	BT-549
49	96	108	95	109
50	108	95	96	100
51	124	101	99	106
52	.	96	128	128
53	113	98	98	112
54	84	95	90	100
55	-74*	-88*	-98*	-87*
56	110	80	103	105
57	107	99	94	120
58	102	98	107	112
59	29	3.9*	-52*	6.6*
60	109	104	133	105

Continued:
#	SMILES	UACC-257	SK-MEL-28	HS 578T	T-47D
61	COc1ccc(C(C)=O)cc1S(=O)(=O)Nc1cccnc1	102	99	86	61
62	CCN1C(=O)C(C)C=C(C)C=C1C (centres undefined)	107	116	102	102
63	O=C1Nc2ccc(F)cc2/C1=C/c1ccc(OCC(=O)c2ccccc2)cc1	114	102	85	86
64	Cc1ccc2c3c(ccc2c1)C(=O)c1c(ccc2c1N[C@H]1C[C@@H]2O[C@@H](C)[C@@H]1O)C3=O	85	.	99	40
65	COc1cccc(-c2nc3occn3c2-c2ccnc(NCCCNS(=O)(=O)c3ccccc3)n2)c1	97	93	109	62
66	CCOc1cc2c(cc1OCC)C(c1cc(OC)c(O)cc1Cl)NCC2 (centres undefined)	99	100	106	85
67	CCOC(=O)N1CCN(c2nncc3ccccc23)CC1	96	116	113	100
68	CC(C)OC(=O)/C=C/C(=O)OC(C)C	105	113	.	97
69	COc1ccc(C(=O)CCC(=O)O)cc1	80	112	105	34
70	CC(N)C(Cc1ccccc1)c1ccc(Cl)cc1 (centres undefined)	.	97	86	76
71	COC(=O)CNC(=O)[C@H](Cc1ccccc1)NC(=O)[C@@H]1CCCN1C(=O)[C@H](Cc1ccccc1)NC(=O)[C@H](C)NC(=O)OCc1ccccc1	103	113	109	93
72	COc1ccc(C=NCCc2ccc(OC)c(OC)c2)cc1OC	101	97	106	110

#	SK-MEL-2	UACC-62	MALME-3M	BT-549
61	112	92	97	.
62	102	103	104	124
63	103	69	106	89
64	99	83	92	103
65	95	65	84	108
66	113	100	55	102
67	105	103	109	112
68	90	111	101	93
69	102	100	87	.
70	97	93	103	88
71	112	99	97	117
72	112	111	102	116

Filtered by structure, the compounds so far containing bromine.
#	SMILES	UACC-257	SK-MEL-28	HS 578T	T-47D
13	Clc1ccc([C@@H]2C[C@@H]3Cc4cc(Br)c5ccccc5c4N2O3)cc1	106	108	105	96
44	OC1c2ccccc2-c2ccc(N(Cc3ccc(Br)cc3)Cc3ccc(Br)cc3)cc21 (centres undefined)	.	69	81	60
55	O=C1C(=O)c2c(nc3ccc(Br)cn23)-c2ccccc21	-99*	-60*	-52*	-60*

#	SK-MEL-2	UACC-62	MALME-3M	BT-549
13	.	88	.	109
44	75	51	98	51
55	-74*	-88*	-98*	-87*
